Screening data: PubChem BioAssay, National Center for Advancing Translational Sciences (NCATS)
A549 tox: Nrf2 qHTS screen for inhibitors: counterscreen for cytotoxicity; A549 ARE-Fluc cells, CellTiter-Fluor viability, 18-24 h; Potency, µM (highest dose often 46 µM), inactives show at the highest dose activity change, negative = cytotoxicity, actives largely listed as inhibitors; 390,000 tested, 0.16% active; AID 504648, 2011; further: potency means the concentration at half of the fitted maximal effect; on the % scale 0 is the no-effect control and ±100 the full control effect
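A549 ARE-Fluc cells in 5% FBS OPTI-MEM, 5000 cells/well, rested 2 h then exposed to compounds in concentration-response for 18-24 h at 37 °C. Viability by CellTiter-Fluor fluorescence (Ex 405/Em 525) after 30 min; luciferase luminescence (BugLite, 15 min, RT) read afterwards.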
TGFb inhibitor: qHTS for Inhibitors of TGF-b; AID 588855, 2011; HepG2 CAGA-GFP TGF-b/SMAD3 reporter, GFP fluorescence, 18 h; TGF-beta stimulated, 500 pg/mL final; 410,000 tested, 1.2% active; Potency, µM (titrated, usually from 46.1 µM), for the others: at the top dose activity, negative = inhibition, hits mostly inhibitors; further: potency means the concentration at half of the fitted maximal effect; on the % scale 0 is the no-effect control and ±100 the full control effect; nearly all actives have a fitted effect of over 65% in size
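Cell-based qHTS in HEPG2 carrying a CAGA-GFP Smad reporter; compounds added before 500 pg/mL final TGF-beta, 18 h incubation at 37 degrees C, GFP fluorescence quantified per cell by imaging cytometry.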
Mm-Cpn inhibitor: Inhibitors of TCP-1 ring complex (TRiC) of Methanococcus maripaludis (MmCpn): qHTS | purified Mm-Cpn ATPase, ADP Transcreener TR-FRET | AID 504842, 2011 | 330,000 tested, 0.031% active | Potency, µM (doses to about 76.9 µM), without a hit: at the top dose activity, negative = inhibition, hits mostly inhibitors | Chaperonin Mm-Cpn (Methanococcus maripaludis); further: potency means the concentration at half of the fitted maximal effect; on the % scale 0 is the no-effect control and ±100 the full control effect; nearly all actives have a fitted effect of over 80% in size
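Eu-cryptate anti-ADP/ADP-d2 competition gives a ratio inversely related to ADP. Enzyme at 25 nM was pre-exposed to compound for 10 min, then given 10 uM ATP for 30 min, 37°C throughout.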
EPAC2 antag: qHTS for Antagonist of cAMP-regulated guanine nucleotide exchange factor 2 (EPAC2): primary screen | Rap guanine nucleotide exchange factor 4 (Homo sapiens), Q8WZA2 | EPAC2 GEF exchange of Rap1B-BODIPY-GDP, fluorescence | Potency, µM (series often up to 114 µM), inactives show at the top dose activity, negative = inhibition, usual class: inhibitors | 360,000 tested, 0.18% active | AID 720708, 2013; further: potency means the concentration at half of the fitted maximal effect; on the % scale 0 is the no-effect control and ±100 the full control effect; nearly all actives have a fitted effect of over 45% in size; many of its hits are not listed in these tables
Target sequence (Q8WZA2 whole entry, looked up): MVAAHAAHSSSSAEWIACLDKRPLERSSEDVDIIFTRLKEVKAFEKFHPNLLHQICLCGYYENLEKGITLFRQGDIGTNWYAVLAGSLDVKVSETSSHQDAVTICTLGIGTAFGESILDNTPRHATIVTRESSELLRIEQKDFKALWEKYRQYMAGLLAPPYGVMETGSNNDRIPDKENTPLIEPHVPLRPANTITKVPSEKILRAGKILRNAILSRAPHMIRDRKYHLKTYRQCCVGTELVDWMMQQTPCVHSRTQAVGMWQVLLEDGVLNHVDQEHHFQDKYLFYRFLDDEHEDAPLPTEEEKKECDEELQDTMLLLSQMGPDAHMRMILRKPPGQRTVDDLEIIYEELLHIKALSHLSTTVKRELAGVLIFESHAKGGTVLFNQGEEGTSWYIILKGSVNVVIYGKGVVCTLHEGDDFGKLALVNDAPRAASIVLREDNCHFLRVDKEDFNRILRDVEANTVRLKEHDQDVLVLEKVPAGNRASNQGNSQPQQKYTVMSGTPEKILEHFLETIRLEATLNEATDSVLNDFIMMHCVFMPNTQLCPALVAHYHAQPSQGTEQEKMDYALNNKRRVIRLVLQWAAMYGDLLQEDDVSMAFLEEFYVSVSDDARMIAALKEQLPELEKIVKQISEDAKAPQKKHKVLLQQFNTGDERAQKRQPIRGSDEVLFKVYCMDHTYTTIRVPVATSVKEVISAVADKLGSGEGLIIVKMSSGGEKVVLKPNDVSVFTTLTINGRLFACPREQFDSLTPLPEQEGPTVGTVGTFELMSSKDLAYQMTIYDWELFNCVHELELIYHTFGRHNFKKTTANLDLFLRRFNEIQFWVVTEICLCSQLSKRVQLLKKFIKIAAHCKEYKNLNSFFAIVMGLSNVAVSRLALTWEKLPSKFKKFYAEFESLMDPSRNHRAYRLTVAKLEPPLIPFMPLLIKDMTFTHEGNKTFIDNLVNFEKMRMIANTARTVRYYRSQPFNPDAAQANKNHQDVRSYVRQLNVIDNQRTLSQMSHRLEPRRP
CCT chaperon mod: High-Throughput Screening for Modulators of Cytosolic Chaperonin Activity | activity change, % (no concentration beside the values), hits read low | purified chaperonin ATPase assay, HTRF ADP detection, 30 min | 360,000 tested, 0.3% active; in the data active means activity change below about -30%; further: on the % scale 0 is the no-effect control and ±100 the full control effect
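We incubate TRiC, 40 or 20 nM final, with library compounds at 76 uM and 10 uM ATP for 30 min at 37 °C. ADP formed is detected with Transcreener HTRF reagents after 30 min at room temperature.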
Nrf2 block: Nrf2 qHTS screen for inhibitors. A549 ARE-Fluc reporter, luciferase luminescence, 18-24 h. Potency, µM (titrated, usually from 46 µM), for the others: at the top dose activity change, negative = inhibition, actives largely listed as inhibitors. 360,000 tested, 2.1% active. AID 504444, 2011; further: potency means the concentration at half of the fitted maximal effect; on the % scale 0 is the no-effect control and ±100 the full control effect; nearly all actives have a fitted effect of over 60% in size
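A549 ARE_Fluc cells (5000/well, 5% FBS OPTI-MEM) pre-incubated 2 h, then treated with compounds 18-24 h at 37C/5% CO2 in concentration-response. CellTiter-Fluor viability read first; BugLite luciferase luminescence after 15 min at room temperature gives Nrf2 activity.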
EPAC2 agonist: qHTS for Agonist of cAMP-regulated guanine nucleotide exchange factor 4 (EPAC2): primary screen | EPAC2 activation, biochemical qHTS; response scale: 100% = 6.5 mM cAMP response | 360,000 tested, 0.079% active | AID 720711, 2013 | Potency, µM (top dose mostly 154 µM), inactives show at the highest dose activation, usual class: activators | Rap guanine nucleotide exchange factor 4 (Homo sapiens), Q8WZA2; further: potency means the concentration at half of the fitted maximal effect; nearly all actives have a fitted effect of over 50% in size
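Guanine nucleotide exchange by EPAC2 is measured as reduced fluorescence of BODIPY-GDP once it is released from 250 nM Rap1B. Plates are read kinetically for 30 min at room temperature; results are scaled to 6.5 mM cAMP.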
pAkt inh: HTS Assay for Inhibitors of Akt Phophorylation: Primary Screen | Neuro2A IGF-stimulated pAkt S473 HTRF, 20 min; stronger effect = lower value | activity change, % for hits at 50 µM | 360,000 tested, 0.32% active | AID 651550, 2012; in the data active means activity change below about -80%; inconclusive means mostly about -51% to -80%; further: on the % scale 0 is the no-effect control and ±100 the full control effect
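Neuro2A cells (4,500/well, DMEM with 0.5% FBS) were treated with compound at a single 50 µM final concentration, stimulated with 6 nM IGF for 20 min at 37 °C, and lysed. Phospho-Akt Ser473 was read by HTRF as 665/615 ratio ×10^4.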
Nrf2 ARE act: qHTS of Nrf2 Activators | Potency, µM (highest dose often 46.1 µM), inactives show at the top dose activation, most hits filed as activators | 410,000 tested, 0.31% active | AREc32 ARE-luciferase reporter (MCF7-derived line), luminescence, 24 h | AID 624171, 2012; further: potency means the concentration at half of the fitted maximal effect; % of control where 0% means no effect; nearly all actives have a fitted effect of over 65% in size
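Luciferase luminescence (Steady-Glo, 30 min at room temperature) served as the read-out of ARE activation in AREc32 cells treated with compounds for 24 hr at 37 deg C.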
Numbers without * were called inactive; i = inactive; u = inconclusive; x = not tested or not shown; [ ] = dose if it differs, or a comment. Unless noted, the call rests on the fitted dose curve; in most records, active means well fitted curve in the direction sought with a large enough effect; inconclusive means small, poorly fitted or top-dose-only effect, or another doubt; inactive means no such curve, though single readings can be large; an effect the other way counts as inactive or inconclusive. Not all compounds are listed; count on the stated rates, not on these rows.

Results follow in this order: A549 tox	TGFb inhibitor	Mm-Cpn inhibitor	EPAC2 antag	CCT chaperon mod	Nrf2 block	EPAC2 agonist	pAkt inh	Nrf2 ARE act
> CC(C)(C)OC(=O)N1CCC(NC(=O)c2nc[nH]c2C(=O)NCc2ccccc2)CC1
 : -2%	u	-1%	-9%	-0.1	4%	0%	i	9.1%
> CC(/C=C1\SC(=S)N(CCC(=O)Nc2nc(C)cs2)C1=O)=C\c1ccccc1
 : -4%	2%	0%	-3%	-0.3	-3%	11%	i	-0.5%
> Cc1nc(N2CCN(S(=O)(=O)c3ccccc3)CC2)c2cc(-c3ccccc3)sc2n1
 : 0%	2%	1%	21%	-1.9	9%	4%	i	1.8%
> O=C(CSc1cccc2cccc(Cl)c12)OCC(=O)N1CCN(C(=O)c2ccco2)CC1
 : 4%	-1%	-2%	-24%	0.2	0%	11%	i	-0.3%
> CC(C)N(Cc1ccccc1)C(=O)c1cccs1
 : 3%	7%	1%	-3%	-0.1	0%	-4%	i	-1.2%
> O=C(COC(=O)c1ccc(Cl)cc1)NC(=O)NC1CCCC1
 : 3%	-11%	-1%	4%	-0.2	10%	0%	i	-0.4%
> O=C(CCNS(=O)(=O)c1ccccc1)N1CCCCCC1
 : 7%	-9%	1%	1%	1.3	u	5%	i	-0.1%
> Cc1ccccc1NC1=C(Cl)C(=O)OC1OC(=O)c1ccccc1C (stereo not drawn)
 : u	35%[activator]	3%	-22%	-2.5	1.6µM*	6%	i	u
> c1ccc(CNc2c(C3CCNCC3)nc3scc(-c4ccccc4)n23)cc1
 : x	1%	x	11%	-0.2	x	4%	i	10%
> Cc1ccc(NC(=O)CNc2ccc(OC(C)C)cc2)c(C)c1
 : -1%	0%	0%	-3%	-0.6	2%	8%	i	2.9%
> O=S(=O)(Cc1cc(-c2ccccc2Cl)no1)c1ccccc1
 : 7%	10%	0%	-9%	-1.5	u	13%	i	0.9%
> c1ccc2c(c1)c1c(c3ccccc32)CN2CCCC2C1 (stereo not drawn)
 : -17%	u	x	-5%	-2.9	-24%	5%	i	5.0%
> Cc1cc(Nc2ccccc2)n(C(=O)c2ccccc2)n1
 : -6%	6%	-1%	4%	-0.7	u	6%	i	3.9%
> c1ccc(Cc2nnc3sc(-c4cccnc4)nn23)cc1
 : -11%	-4%	1%	-4%	-2.2	x	13%	x	0.4%
> Cc1scc(C(=O)N/N=C/c2ccc(Cl)s2)c1C
 : -8%	-21%	0%	-5%	-5.4	u	-8%	i	0.4%
> N/C(Cc1ccc(Cl)c(Cl)c1)=N\OC(=O)c1cccs1
 : -26%	-5%	-1%	0%	-2.9	-4%	11%	i	6.1%
> CC(=O)Nc1ccc(OCC(O)CN2CCN(c3cccc(Cl)c3)CC2)cc1 (stereo not drawn)
 : 3%	-1%	-7%	8%	-1.1	u	-8%	i	-0.3%
> Cc1ccc(Oc2cnc3ccccc3n2)cc1
 : x	0%	0%	0%	-0.4	u	11%	i	2.4%
> O=C(c1ccc(COc2ccccc2Br)cc1)N1CCCCCC1
 : 1%	-25%	2%	-8%	0.4	11%	21%	i	0.0%
> O=C(CCN1C(=O)/C(=C\c2ccccc2)SC1=S)NCCCN1CCOCC1
 : -1%	-8%	2%	5%	-2.3	2%	13%	x	4.1%
> CCOc1ccc(CCNC(=O)C2CC=CCC2C(=O)OC(C)C)cc1OCC (stereo not drawn)
 : 0%	-6%	2%	-3%	-4.8	-2%	-1%	i	0.1%
> COc1cc2c(cc1OC)C(C)N(C(=O)c1ccc(Cl)c(S(=O)(=O)N3CCCCC3)c1)CC2 (stereo not drawn)
 : -9%	u	2%	-12%	0.3	u	3%	i	0.4%
> c1cnc2ccc(C(c3nnnn3C3CCCC3)N3CCN4CCCC4C3)cc2c1 (stereo not drawn)
 : 24%	24%	2%	-1%	-0.2	18%	11%	i	-0.2%
> COc1ccc(C)cc1S(=O)(=O)Nc1cc2c3c(c1)CCN3C(=O)CC2
 : 1%	19%	0%	-1%	-0.7	-1%	3%	i	7.2%
> CCn1nnnc1NC(=O)c1ccc2ccccc2c1
 : 2%	19%	3%	-6%	1.5	-18%	6%	i	2.4%
> CCn1c(COc2ccccc2C)nnc1SCC(=O)O
 : x	7%	-1%	4%	-1.4	18%	-3%	i	-1.0%
> Cc1ccc(CN2CC(=O)N3[C@H]4c5ccccc5OC[C@@H]4[C@H](c4ccccc4)[C@]3(C)C2=O)cc1
 : 6%	-18%	0%	-9%	-1.1	u	7%	i	4.2%
> CCOc1ccc2nc(N(CCCN(C)C)C(=O)c3ccc(C(=O)c4ccccc4)cc3)sc2c1
 : 1%	22µM*	-3%	-19%	1.4	-36%	7%	i	2.3%
> Cn1ncc(Cl)c1C(=O)N/N=C/c1ccccn1
 : -13%	-6%	0%	16%	1.1	8%	0%	i	-0.4%
> Cc1ccc(C(=O)N2CCCC(N3CCN(c4cccc(C(F)(F)F)c4)CC3)C2)s1 (stereo not drawn)
 : -5%	11µM*	0%	-21%	0.1	0%	3%	i	-0.6%
> Cc1ccc(CN2CCC(c3cc(-c4cccs4)n[nH]3)CC2)cc1
 : -1%	-20%	0%	2%	-2.9	-2%	5%	i	4.1%
> COc1cccc(C2(c3cccc(OC)c3)CC2C(=O)Nc2cccc3ccccc23)c1 (stereo not drawn)
 : -2%	-1%	2%	19%	-1.7	9%	-4%	i	-0.3%
> CCc1ccc(C(=O)/C=C/Nc2ccc(S(=O)(=O)Nc3onc(C)c3C)cc2)cc1
 : -7%	-1%	-1%	-7%	1.4	9%	0%	i	0.1%
> Cc1ccc(NC(=O)C2COc3ccccc3O2)cc1 (stereo not drawn)
 : 9%	4%	0%	-7%	-0.1	u	5%	i	10%
> COCC(C)NC(C(=O)Nc1ccc(Cl)c([N+](=O)[O-])c1)c1ccccc1 (stereo not drawn)
 : 3%	-15%	-3%	-7%	-1.5	-5%	12%	i	-0.2%
> CS(=O)(=O)N1CCN(C(=O)c2ccc3c(c2)OCCO3)CC1
 : -7%	-16%	0%	-1%	-1.9	6%	10%	i	-0.1%
> CN(C)CCCNC(=O)c1ccccc1Oc1ccccc1
 : -5%	1%	-2%	11%	0.5	-8%	1%	i	-0.7%
> NC1=NC(=O)/C(=C/c2ccc(-c3ccc(S(N)(=O)=O)cc3)o2)S1
 : -16%	u	-11%	5%	-1.5	-1%	4%	i	-1.1%
> CC1CCCC(NC(=O)COC(=O)c2ccc(Cl)nc2)C1C (stereo not drawn)
 : -2%	6%	-2%	-10%	0.2	15%	0%	i	0.3%
> COc1ccccc1C(=O)NS(=O)(=O)c1ccc(C)cc1
 : 12%	11%	-1%	2%	1.4	10%	4%	i	-0.6%
> CCOc1cc(/C=C(\C#N)C(=O)NCc2cccnc2)ccc1O
 : 0%	10%	-5%	7%[57.1 µM]	-2.2	-14%	-2%	i	0.5%
> CC(NC(=O)C1CCN(S(=O)(=O)N2CCCCCC2)CC1)c1ccccc1 (stereo not drawn)
 : 1%	-1%	0%	3%	-0.8	1%	4%	i	-0.5%
> CCCOc1cccc(C2/C(=C(/O)c3ccc4c(c3)CC(C)O4)C(=O)C(=O)N2CCN2CCOCC2)c1 (stereo not drawn)
 : 0%	-6%	-7%	-2%	-1.0	8%	-1%	i	-0.3%
> Cc1cccc(N(C(=O)CNC(=O)c2cccs2)C(C(=O)NC2CCCC2)c2ccncc2)c1 (stereo not drawn)
 : 0%	5%	2%	3%	-1.2	3%	-2%	i	-0.2%
> CC12CN3CC(C)(CN(C1)C3c1ccc3c(c1)OCO3)C2=O (stereo not drawn)
 : -3%	4%	0%	6%	1.0	0%	1%	i	-0.3%
> COc1ccc(CNC(=O)Nc2ccc3c(c2)c(=O)n(C)n3Cc2cccc(C(F)(F)F)c2)cc1
 : x	-27%	x	19%	0.7	x	-8%	i	2.1%
> OC(c1ccccc1)c1nc(/C=C/c2ccccc2)cs1 (stereo not drawn)
 : x	u	x	-1%	0.2	x	u	i	3.9%
> Brc1ccc(N=C/C=C/C=C/Nc2ccc(Br)cc2)cc1
 : -5%	-5%	2%	0%	-1.4	u	6%	i	-0.1%
> Cc1ccc(N(Cc2cc3cc(C)ccc3[nH]c2=O)S(=O)(=O)c2ccccc2)cc1
 : 2%	-8%	0%	-26%	-2.2	9%	13%	i	-0.8%
> COc1ccc2c(c1)N(C)C(=O)CC(c1ccccc1)=N2
 : -7%	0%	2%	9%	-4.3	-14%	11%	i	2.8%

Three consecutive entries already listed, for reference:
Results follow in this order: A549 tox	TGFb inhibitor	Mm-Cpn inhibitor	EPAC2 antag	CCT chaperon mod	Nrf2 block	EPAC2 agonist	pAkt inh	Nrf2 ARE act
> Brc1ccc(N=C/C=C/C=C/Nc2ccc(Br)cc2)cc1
 : -5%	-5%	2%	0%	-1.4	u	6%	i	-0.1%
> Cc1ccc(N(Cc2cc3cc(C)ccc3[nH]c2=O)S(=O)(=O)c2ccccc2)cc1
 : 2%	-8%	0%	-26%	-2.2	9%	13%	i	-0.8%
> COc1ccc2c(c1)N(C)C(=O)CC(c1ccccc1)=N2
 : -7%	0%	2%	9%	-4.3	-14%	11%	i	2.8%
